# CRE Fsk mod: modulators of forskolin-stimulated CRE signaling in CHO cells; hit rate 2.5% among 71,000; Potency, µM (top dose mostly 38.2 µM), for the others: at the highest dose activity change, negative = inhibition, hits mostly activators; CHO CRE-bla reporter (cAMP response element driving beta-lactamase), forskolin EC10, beta-lactamase ratio; AID 662; active means well fitted activation curve with a large enough effect in the signal ratio, with a control signal flat, not every such curve was filed as active; inconclusive means small, poorly fitted or top-dose-only effect, or effect the other way, or a change in a side signal; the % refers to the signal ratio; further: potency means the concentration at half of the fitted maximal effect; % of control where 0% means no effect
#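 Cells were plated overnight at 37 °C, exposed to compound titrations plus EC10 NKH 477 for 3 h, then given CCF4 dye for 2 h at room temperature. Blue/green (460/530 nm) ratio was converted to %Activity and AC50 values calculated.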
# USP2a inh: USP2a (human) protease inhibition. O75604. USP2a enzymatic assay, qHTS inhibition. Potency, µM (doses to about 38.3 µM), for inactives: at the top dose activity change, negative = inhibition, usual class: inhibitors. hit rate 0.1% among 60,000. AID 927;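 further: potency means the concentration at half of the fitted maximal effect; nearly all actives have a fitted effect of over 60% in size; plate controls were DMSO for no effect and NEM full inhibition control for full effect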
#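 Coupled readout: USP2-cleaved Ub-PLA2 (20nM final) turns over NBD C6-HPC (20uM final), Ex 460nm/Em 535nm after 2.5 h, time-zero read flagging artifacts. Enzyme (20nM final, pH 8.0 Tris) given 30 min RT with compound first; NEM defines full inhibition.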
# Ub-GFP proteasome: ubiquitin-GFP accumulation via proteasome inhibition; Ubiquitin-GFP reporter cells, proteasome inhibition, GFP fluorescence; response scale: untreated = 0%, 10 µM MG-132 = 100%; Potency, µM (titrated, usually from 45.9 µM), without a hit: top-dose activation (GFP accumulation), hits mostly activators; 67,000 tested, under 10 active; AID 526; active means well fitted activation curve with a large enough effect, not every such curve was filed as active; inconclusive means small, poorly fitted or top-dose-only effect, or another doubt; inactive means no such curve, though single readings can be large or run the other way; further: potency means the concentration at half of the fitted maximal effect
#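 Reporter cells (U2OS, ubiquitin-G76V-GFP fusion) are plated overnight, then treated 4 hr at 37 °C with compound titrations from 46 uM down to 2.9 nM. Activity is scaled against untreated cells and 10 uM MG-132.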
# HADH2 inhib: HADH2 (human) dehydrogenase inhibition. Potency, µM (titrated, usually from 57.1 µM), inactives show at the highest dose activity change, negative = inhibition, usual class: inhibitors. recombinant HADH2, NADH fluorescence, beta-hydroxybutyryl-CoA. hit rate 3.4% among 73,000. Q99714; further: potency means the concentration at half of the fitted maximal effect; on the % scale 0 is the no-effect control and ±100 the full control effect; nearly all actives have a fitted effect of over 60% in size; many of its hits are not listed in these tables
# Target sequence (Q99714 whole entry, looked up, one chain of several): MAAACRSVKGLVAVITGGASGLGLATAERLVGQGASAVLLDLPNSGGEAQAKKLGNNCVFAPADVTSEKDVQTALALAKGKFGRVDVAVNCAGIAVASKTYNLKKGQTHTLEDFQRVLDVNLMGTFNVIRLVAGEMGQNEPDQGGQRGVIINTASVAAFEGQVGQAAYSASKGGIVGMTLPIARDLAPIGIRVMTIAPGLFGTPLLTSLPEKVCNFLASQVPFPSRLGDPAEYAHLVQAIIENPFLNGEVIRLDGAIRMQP
#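 Read-out: 360 nm excitation, 450 nm emission, kinetic over 4 min. Conditions: His-tagged human HADH2 20 nM, pH 9.0 Tris with Tween-20, 1 mM NAD+, 90 uM beta-hydroxybutyryl-CoA.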
# 15-hLO inh: 15-hLO (ALOX15) enzyme inhibition; purified 15hLO-1, xylenol orange hydroperoxide absorbance; hit rate 1.4% among 74,000; Potency, µM (series often up to 57.1 µM), without a hit: top-dose activity change, negative = inhibition, usual class: inhibitors; AID 887; further: potency means the concentration at half of the fitted maximal effect; on the % scale 0 is the no-effect control and ±100 the full control effect; nearly all actives have a fitted effect of over 55% in size
# Target sequence (P16050 whole entry, looked up): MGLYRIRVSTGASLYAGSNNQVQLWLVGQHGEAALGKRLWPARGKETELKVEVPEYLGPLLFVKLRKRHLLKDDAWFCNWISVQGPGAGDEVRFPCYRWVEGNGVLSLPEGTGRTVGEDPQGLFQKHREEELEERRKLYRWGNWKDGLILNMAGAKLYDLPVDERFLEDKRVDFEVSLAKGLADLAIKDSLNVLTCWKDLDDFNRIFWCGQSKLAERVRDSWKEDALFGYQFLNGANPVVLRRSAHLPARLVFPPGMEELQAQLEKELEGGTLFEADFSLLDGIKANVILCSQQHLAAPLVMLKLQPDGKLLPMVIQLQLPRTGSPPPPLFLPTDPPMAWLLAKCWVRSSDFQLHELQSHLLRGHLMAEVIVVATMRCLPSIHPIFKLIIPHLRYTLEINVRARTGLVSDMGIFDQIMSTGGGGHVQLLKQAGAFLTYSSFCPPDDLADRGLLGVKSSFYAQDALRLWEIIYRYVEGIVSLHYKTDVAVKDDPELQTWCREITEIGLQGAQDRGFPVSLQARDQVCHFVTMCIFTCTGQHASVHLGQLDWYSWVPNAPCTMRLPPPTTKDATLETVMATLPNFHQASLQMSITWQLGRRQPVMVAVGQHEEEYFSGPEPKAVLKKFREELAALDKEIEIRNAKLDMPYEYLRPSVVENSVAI
#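 Compounds were preincubated 15 min at room temperature with 40 nM purified human enzyme (25 mM Hepes pH 7.5, 0.01% Triton X-100); 50 uM arachidonic acid reacted 6 min. Fe-xylenol orange detection, 30 min, absorbance ratio 573/405 nm.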
# BRCT PPI red: BRCT-phosphoprotein interaction inhibition (red fluorophore); BRCT-phosphopeptide binding, red fluorescence polarization; hit rate 0.03% among 75,000; P38398; Potency, µM (doses to about 76.9 µM), inactives show at the top dose activity change, negative = inhibition, hits mostly inhibitors; AID 892; further: on the % scale 0 is the no-effect control and ±100 the full control effect
#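 Fluorescence polarization: 100 nM His-tagged BRCA1 BRCT with 100 nM TAMRA-labelled phospho-BACH1 decapeptide, phosphate buffer pH 7.3 with 150 mM NaCl, DTT, 0.01% Tween 20; 12 min RT. Binding inhibition seen as FP decrease.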
# BRCT PPI green: inhibitors of human BRCA1 BRCT-phosphoprotein interaction (green fluorophore); hit rate 0.05% among 75,000; BRCA1 BRCT-phosphopeptide binding, green fluorescence polarization; Potency, µM (series often up to 76.9 µM), inactives show at the highest dose activity change, negative = inhibition, usual class: inhibitors; P38398;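 further: potency means the concentration at half of the fitted maximal effect; plate controls were peptide without protein for full effect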
#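 Compounds were incubated for 12 min at room temperature with a complex of 100 nM fluorescein-tagged pBACH1 decapeptide and 250 nM His-tagged BRCT protein. Buffer was phosphate pH 7.3 with EDTA, DTT and Tween 20. Disruption of binding lowers the polarization signal.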
# DNA Pol III inh: DNA polymerase III holoenzyme inhibition; Potency, µM (titrated, usually from 57.1 µM), for the others: at the top dose activity change, negative = inhibition; reconstituted DNA polymerase III holoenzyme replication, biochemical; hit rate 0.25% among 71,000; further: potency means the concentration at half of the fitted maximal effect; on the % scale 0 is the no-effect control and ±100 the full control effect
#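 Reconstituted *E. coli* holoenzyme (0.35 nM Pol III, 1 nM beta, 154 nM SSB, 2 nM primase) was preincubated with compound for 15 min at RT. Synthesis on 1.4 nM ssM13Gori ran 35 min, then was stopped with PicoGreen/EDTA and read as dsDNA fluorescence.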
# Epigenetic mod: derepresses silenced GFP locus in mouse C127i cells; mouse C127i GFP locus derepression, cytometry, 30 h; Potency, µM (series often up to 46.1 µM), without a hit: at the top dose GFP derepression (activation); hit rate 0.09% among 68,000; AID 597; further: % of control where 0% means no effect
#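 Read-out is the number of GFP-positive cells, scored as fluorescent objects 20 to 120 um wide, reflecting derepression of a silenced CMV-GFP reporter in murine C127i cells after 30 h compound exposure at 37 C.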
# HBB splicing: alters splicing of the hemoglobin beta chain. HBB splicing reporter cell assay, activation; EGFP reporter with mutant IVS2-654 intron; response scale: normalised to 500 nM splice-correcting PNA. Potency, µM (doses to about 46.1 µM), for the others: at the top dose activation, hits mostly activators. hit rate 0.06% among 65,000; further: potency means the concentration at half of the fitted maximal effect; 0% is about no effect
#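 HeLa cells stably expressing EGFP interrupted by mutant beta-globin intron 2 (IVS2-654), 500/well in 2% FCS. Treated with compound for 2 days at 37C. Splicing correction scored as total well GFP intensity (488 nm excitation, 500-520 nm emission); 500 nM antisense PNA served as control.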
# Hsp90 Hop PPI: changes Hsp90-Hop TPR2A binding signal, up or down. AlphaScreen TPR2A-His6 binding biotin-Hsp90 C-terminal peptide. Potency, µM (series often up to 57 µM), for inactives: at the highest dose activity change, negative = inhibition. hit rate 0.44% among 71,000. AID 595; active means well fitted curve in either direction with a large enough effect; inconclusive means small, poorly fitted or top-dose-only effect, or another doubt; further: potency means the concentration at half of the fitted maximal effect; on the % scale 0 is the no-effect control and ±100 the full control effect; many of its hits are not listed in these tables
# An asterisk follows results filed as active; ? = inconclusive; / = no result given; [ ] = dose if it differs, or a comment. Unless noted, the call rests on the fitted dose curve; in most records, active means well fitted curve in the direction sought with a large enough effect; inconclusive means small, poorly fitted or top-dose-only effect, or another doubt; inactive means no such curve, though single readings can be large; an effect the other way counts as inactive or inconclusive.
SMILES,CRE Fsk mod,USP2a inh,Ub-GFP proteasome,HADH2 inhib,15-hLO inh,BRCT PPI red,BRCT PPI green,DNA Pol III inh,Epigenetic mod,HBB splicing,Hsp90 Hop PPI
COc1ccc(C(=O)COC(=O)CCn2nnc(-c3cccs3)n2)cc1,-2.0%,-1.7%,2.9%,-0.7%,-2.4%,0.2%,3.0%,2.9%,-1.1%,2.1%,0.7%
C[C@@H](N)C(=O)O,-17.8%,/,1.2%,-2.3%,-5.7%[25.6 µM],-5.2%,-1.7%,-0.9%,-0.3%,/,-4.0%
O=C(Nc1ccc(F)c(F)c1)c1cccnc1,3.1%,2.2%,4.9%,10.8%,5.3%,-0.7%,-1.1%,-2.1%,-1.7%,/,-0.7%
COc1ccc(NC(=O)N2CCC3(CC2)CCN(C(=O)c2cc(C(F)(F)F)cc(C(F)(F)F)c2)CC3)cc1,-0.9%,112.1%[activator],-9.3%,8.3%,-3.9%,0.1%,-2.4%,-0.7%,2.2%[9.22 µM],0.1%,-0.1%
O=C(NCCCN1CCOCC1)c1cc(-c2cccs2)on1,22.0%,3.6%,5.6%,-8.5%,14.6%,-0.4%,-7.6%,-2.6%,8.5%,-2.6%,0.7%
CCCCCSc1nc2c(cnn2-c2ccccc2)c(=O)[nH]1,?,-0.5%,10.9%,1.4%,-3.5%,1.1%,-1.9%,2.5%,0.0%,-3.7%,3.2%
Cn1cccc1C(=O)NC(=O)CSc1cccc[n+]1[O-],-9.8%,8.9%,3.4%,-8.3%,-9.8%,0.0%,1.0%,-0.1%,-2.5%,-1.3%,-3.1%
COC(=O)c1ccc(NC(=O)CCn2c(=O)oc3ccccc32)cc1,-10.6%,14.3%,-10.4%,1.4%,-12.0%,-0.7%,-1.6%,-1.3%,0.6%,1.4%,0.7%
C=CCNc1nc(-c2c(C)nc3sccn23)cs1,21.7%,-0.3%,2.1%,-15.1%,14.8%,0.5%,-0.9%,0.7%,-1.7%,0.2%,-4.5%
c1ccc2[nH]c(CSc3nnc(-c4ccncc4)o3)nc2c1,3.98µM*,1.9%,8.4%,-1.5%,7.7%,-1.6%,-0.2%,-6.0%,0.0%,2.3%,-4.8%
O=C(Nc1ccccc1)N(CCCN1CCOCC1)Cc1ccccc1F,-17.7%,-4.6%,3.8%,8.9%,7.3%,-0.2%,-2.6%,1.6%,2.6%,2.8%,1.5%
O=C(O)c1cccc(Cl)c1Cl,6.3%,/,/,-5.7%,-2.6%,0.3%,1.7%,-0.3%,/,1.3%,-1.4%
N#CCn1c(C2CCCCC2)nc2ccccc2c1=O,?,3.5%,-2.3%,12.9%,-7.8%,-0.8%,-1.4%,-1.6%,-3.1%,3.6%,-1.9%
O=C(O)c1cccc(Nc2ncnc3ccccc23)c1,-5.6%,-3.5%,8.3%,-11.4%,-7.4%,0.6%,2.3%,3.6%,0.0%,0.4%[9.22 µM],-1.0%
O=C(O)c1ccccc1-c1ccccc1C(=O)c1ccccc1,-1.0%[7.6 µM],/,-0.6%[9.17 µM],14.3%[11.4 µM],-12.0%[11.4 µM],-0.4%[15.4 µM],0.6%[15.4 µM],-10.4%[11.4 µM],6.9%[9.22 µM],-1.8%[9.22 µM],-2.2%[11 µM]
O=C(CN1CCN(S(=O)(=O)c2ccc(Br)cc2)CC1)Nc1ccc(F)cc1F,5.2%,27.1%,-3.2%,0.5%,-2.9%,-0.5%,-0.8%,-1.1%,0.0%,6.8%[0.369 µM],-1.5%
O=C(c1cccc(Cl)c1)N1CCN(Cc2ccncc2)CC1,5.6%,-4.3%,2.6%,28.5%,-2.5%,0.8%,-0.7%,-1.7%,-1.2%,6.8%,-2.3%
CCSc1nnc(NC(=O)c2ccccc2)s1,4.9%,0.1%,7.4%,-6.0%,-6.8%,0.2%,-2.8%,-6.4%,-2.2%,-0.5%[9.22 µM],0.3%
COc1ccc2cc3cc(C(=O)NCCc4ccc(OC)c(OC)c4)oc3nc2c1,3.16µM*,27.3%,0.6%,-26.2%,2.6%,0.2%,1.7%,-8.9%,2.6%,-0.2%,-4.6%
O=c1c(-c2ccc(F)cc2)coc2c3c(ccc12)OCCO3,1.2%,-2.0%,-1.4%,5.8%,-9.9%,1.1%,-1.5%,-4.9%,0.0%,-2.5%,-2.3%
Cc1ccc(C(=O)NC2CCN(C(=O)N3CCOCC3)CC2)cc1,2.3%,0.3%,-5.7%,-24.1%,2.1%,-1.0%,-1.6%,0.6%,-1.2%,-2.2%,-0.8%
COC(=O)N1CCC2(CCCN(Cc3ccc(C#N)cc3)C2)CC1,8.6%,31.6%[activator],-3.6%,-2.9%,-9.8%,-1.0%,-0.8%,-1.2%,11.6%[9.22 µM],1.7%,-4.9%
CCCc1cc(=O)[nH]c(SCC(=O)N2CCN(S(=O)(=O)c3ccc(C)cc3)C2)n1,9.2%,/,12.5%,-3.0%,4.7%,-1.9%,0.3%,-7.4%,/,-0.4%,-0.1%
CCCC(=O)C1=C(SCC)CC(C)(C)C(C(=O)OC)C1=O (configuration not stated),4.3%,9.1%,18.8%,-14.0%,6.9%,1.0%,-5.9%,-0.9%,-1.8%,-1.0%,0.8%
O=c1[nH]c(SCc2ccc(F)cc2)nc2c1cnn2-c1ccc(F)cc1,3.98µM*,/,-11.1%,4.4%,1.0%,-0.3%,-1.0%,-2.9%,/,0.0%,0.8%
O=c1c(=O)n(O)c2ccccc2n1O,?,-0.3%,3.6%,-15.5%,19.2%,-1.9%,0.3%,-0.4%,1.6%,-2.0%[1.84 µM],2.6%
COc1ccc(S(=O)(=O)Nc2ccc3oc(C)c(C(=O)O)c3c2)cc1,-5.1%,/,4.8%,-1.3%,1.9%,1.7%,-2.1%,0.5%,5.5%,-0.3%,0.1%
COc1cccc(C=NC=Nc2cccc(OC)c2)c1,-2.5%,/,-1.3%,-14.9%,-12.6%[25.6 µM],-0.5%,-1.5%,-1.7%,1.1%,/,?
CCOc1ccc(C(=O)NCc2cccs2)cc1,-10.7%,-2.6%,-1.1%,2.6%,3.2%,-1.4%,-1.7%,0.2%,-3.2%,-1.1%,-2.2%
COCCNc1nnc(SCC(=O)c2ccc3c(c2)OCO3)s1,?,0.0%,-3.8%,-28.1%,-16.4%,1.0%,-1.9%,-4.8%,0.0%,0.8%[57.5 µM],1.1%
CCOC(=O)Cn1nnnc1CN(Cc1ccc(OC)cc1)Cc1cc2cc(CC)ccc2[nH]c1=O,0.6%,-0.3%,-3.9%,4.9%,-7.9%,-0.3%,0.2%,-4.0%,-1.2%,-1.1%,?
CN1CCN(C(=O)CCC(=O)c2ccc(F)cc2)CC1,-3.9%,3.3%,-3.8%,-6.3%,4.7%,-1.8%,-0.9%,2.3%,2.9%,-0.2%[57.5 µM],-2.9%
O=C(Cn1cc(C(F)(F)F)ccc1=O)N1CCN(S(=O)(=O)c2ccccc2)CC1,-7.7%,-1.5%,6.6%,4.8%,14.3%,-0.8%,-1.0%,0.5%,-1.1%,-0.1%,-1.4%
COc1ccccc1C1=Nn2c(nnc2C2CCCCC2)SC1,?,38.5%[activator],-2.2%,-21.7%,-20.7%,0.8%,-0.6%,-1.6%,-4.0%,-3.0%,-4.3%
CC(=O)Nc1ccc(Oc2cc(C#N)c(C#N)cc2N2CCCCCC2)cc1,21.1%,12.4%,5.6%,?,-10.4%,-3.6%,0.8%,-2.8%,1.8%,0.2%,2.1%
Cc1ccc(-c2nnc3ccc(SCC(=O)N4CCCCC4)nn23)cc1,?,-5.0%,-1.7%,-12.2%,-4.2%,0.7%,-1.2%,-1.8%,-1.2%,-1.7%,1.0%
CN(C)CC1(c2ccccc2)CCCC1,0.9%,-9.6%,1.2%,0.7%,4.0%,-0.2%,-4.5%,-4.0%,1.9%,/,1.8%

# From PubChem

# An excerpt; the hit share may differ from the screen's.
